Source: PubChem BioAssay
RAD54 branch: inhibitors of human RAD54 branch migration, primary screen, biochemical, fluorescence, single point. DNA repair and recombination protein RAD54-like (Homo sapiens), Q92698. RAD54 Holliday junction branch migration, FAM/BHQ fluorescence. inhibition, % at 10.4 µM. 360,000 compounds, 0.14% hits. AID 602329, 2012;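 active = mean normalized replicate activity at least 40 and at least half of replicates scoring 40 or more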;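 note: 0% = median of neutral control wells and 100% = median of positive control wells; inhibitors cause a drop in the FAM fluorescence signal; in these data hits start at about 50%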
ARNT-TACC3 inh: disruptors of ARNT/TACC3 protein interaction, primary screen, biochemical, AlphaScreen, single concentration | inhibition, % at 9.99 µM | AlphaScreen His-ARNT PAS-B/GST-TACC3 binding, luminescence; TACC3 fragment carries E629A point mutation | 390,000 compounds, 0.66% hits | Transforming acidic coiled-coil-containing protein 3 (Homo sapiens), Q9Y6A5;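 active = mean inhibition of replicates at least 50% and at least half of replicates each reaching 50%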;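 note: 0% = complete ARNT plus TACC3 wells and 100% = ARNT alone without TACC3; many hits fall short of the cut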
esBAF inh: Bmi1 luciferase reporter increase in mESCs, primary screen, esBAF inhibitor project, mouse ES cells, Bmi1 luciferase knock-in, single point. 24 h; 100% = twice the neutral-well signal. AID 602393, 2012. 350,000 compounds, 2% hits. reporter increase, % at 12.5 µM; in the data active = activation above about 40%;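 note: 0% = median of the plate's neutral control wells and 100% = double that signal; a rise in the Bmi1 reporter signal indicates esBAF inhibition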
Xi reactivation: activators of inactive X chromosome reactivation, primary screen, imaging, XiGFP fibroblasts, GFP high-content imaging, set 2; XiGFP mouse fibroblasts, % GFP-positive cells imaging, 3 d; cells co-treated with 5-aza-dC sensitizer; scaled so ellipticine positive control = 100%; activation, % at 7.58 µM; 360,000 compounds, 0.055% hits;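 active = mean normalized replicate activation at least 10% and every replicate at or above 10%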;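 note: 0% = median of on-plate neutral control wells and 100% = ellipticine 6 µM median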
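System: SV40-immortalized XiGFP fibroblast cells, line 68-5-11 / Incubation: 3-day compound exposure, then 15 min fixation at room temperature / Compound: single concentration per compound, delivered by pin transfer / Buffer or medium: DMEM plus 5-aza-dC sensitizer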
ERAP1 inh: human ERAP1 aminopeptidase inhibitors, primary screen, biochemical, single point, plate reader | Endoplasmic reticulum aminopeptidase 1 (Homo sapiens), Q9NZ08 | recombinant ERAP1, Leu-AMC fluorescence, 60 min | inhibition, % at 10.7 µM | 340,000 compounds, 0.15% hits | AID 652197, 2013;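 active = mean replicate inhibition of at least 30%, or all replicates individually reaching that 30% level; inactive = mean below 30% and not every replicate reaching it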;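 note: 0% = neutral control wells and 100% = L-leucinethiol positive control wells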
Target sequence (Q9NZ08 whole entry, looked up): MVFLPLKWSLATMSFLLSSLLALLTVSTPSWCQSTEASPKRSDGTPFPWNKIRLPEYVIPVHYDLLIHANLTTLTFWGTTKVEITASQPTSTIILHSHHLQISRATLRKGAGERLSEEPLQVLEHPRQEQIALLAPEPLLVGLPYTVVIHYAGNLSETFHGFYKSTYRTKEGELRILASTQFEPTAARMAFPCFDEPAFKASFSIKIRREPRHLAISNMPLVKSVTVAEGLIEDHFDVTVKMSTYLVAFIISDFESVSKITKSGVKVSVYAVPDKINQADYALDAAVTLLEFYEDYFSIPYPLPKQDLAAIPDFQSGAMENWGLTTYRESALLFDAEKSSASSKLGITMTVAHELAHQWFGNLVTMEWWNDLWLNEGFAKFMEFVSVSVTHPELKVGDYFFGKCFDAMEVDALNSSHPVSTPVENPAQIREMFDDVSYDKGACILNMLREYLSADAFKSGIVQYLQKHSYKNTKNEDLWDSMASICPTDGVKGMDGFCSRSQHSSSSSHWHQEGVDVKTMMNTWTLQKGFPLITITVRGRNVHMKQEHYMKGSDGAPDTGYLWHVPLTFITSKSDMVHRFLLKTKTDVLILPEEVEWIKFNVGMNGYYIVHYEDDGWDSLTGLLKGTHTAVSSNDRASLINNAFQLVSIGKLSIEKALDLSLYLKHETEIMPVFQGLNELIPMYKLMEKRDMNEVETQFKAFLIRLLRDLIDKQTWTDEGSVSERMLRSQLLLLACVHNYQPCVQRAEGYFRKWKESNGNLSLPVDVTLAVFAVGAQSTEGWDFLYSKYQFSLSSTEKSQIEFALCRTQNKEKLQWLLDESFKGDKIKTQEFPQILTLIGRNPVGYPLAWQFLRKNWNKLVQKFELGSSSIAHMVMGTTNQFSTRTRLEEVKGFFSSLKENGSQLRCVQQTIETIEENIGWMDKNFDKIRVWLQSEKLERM
INS-1E GSIS act: GLuc luminescence reporter in INS-1E cells, primary screen for activators of glucose-dependent secretion of insulin | activation, % at 16.6 µM | AID 743287, 2014 | 370,000 compounds, 0.61% hits | INS-1E GLuc reporter insulin secretion, 2-3 h;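 active = lowest replicate activation of at least 40%, so every replicate reaches that level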;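 note: 0% = median of neutral control wells and 100% = median of IBMX positive control wells; some compounds called inactive have numbers as strong as hits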
CFTR F508del cor: F508del CFTR correction, initial screen, CFBE line, single point; CFBE cells, YFP halide quenching; stimulated with forskolin plus potentiator P3; % fluorescence drop versus neutral controls; activity (quench increase), % at 7.58 µM; 350,000 compounds, 0.36% hits;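 active = mean added fluorescence quench of at least 8% versus neutral control, with both replicates also reaching 8%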;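 note: cells transiently co-express mutant CFTR-F508del with the halide-sensitive YFP; corrector assay measuring rescue of mutant channel to the surface after 24 h compound exposure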
RAD52 inh: RAD52 DNA annealing inhibitors, primary screen, biochemical, FRET, single point, set 2 | DNA repair protein RAD52 homolog (Homo sapiens), P43351 | recombinant RAD52 DNA annealing, FRET fluorescence | inhibition, % at 18.7 µM | 360,000 compounds, 0.46% hits | AID 651710, 2012;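 active = every replicate showing at least 50% inhibition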
* hit, by the source's call; . = not tested or not shown.

SMILES | RAD54 branch | ARNT-TACC3 inh | esBAF inh | Xi reactivation | ERAP1 inh | INS-1E GSIS act | CFTR F508del cor | RAD52 inh
CCN1[C@@H]2c3ccc(-c4ccccc4OC)c(=O)n3C[C@@H]2[C@@H](CO)[C@@H]1C(=O)Nc1nccs1 | -8 | 2 | -2 | 0.2 | 0 | 17 | 2.6 | -9
O=C(NC12CC3CC(CC(C3)C1)C2)c1c(Cl)cccc1Cl | -4 | -4 | -7 | 0.0 | 0 | 5 | -4.1 | 0
COc1cc(C(=O)NCC(=O)N/N=C(\C)Cc2ccccc2)cc(OC)c1OC | -12 | 1 | 0 | 0.1 | -5 | 0 | -0.9 | 6
COc1ccc(S(=O)(=O)N(C)C[C@@H]2Oc3ccc(NC(=O)Nc4ccc(F)cc4)cc3C(=O)N([C@@H](C)CO)C[C@@H]2C)cc1 | 3 | -2 | 0 | 0.3 | 2 | -29 | -1.9 | -12
COc1ccc(C2c3ccc(O)cc3Oc3ncn(CCCO)c(=N)c32)cc1OC (centres undefined) | -33 | 1 | -4 | 0.0 | -1 | 20 | -1.8 | -7
C[C@H]1CN([C@@H](C)CO)C(=O)c2cc(/C=C/c3ccccc3)cnc2O[C@H]1CN(C)S(=O)(=O)c1ccc(F)cc1 | 1 | 3 | -1 | 0.0 | -1 | -26 | -3.8 | 6
Cc1ccc(C(=O)NCC(=O)NCC(=O)OCc2ccc(Cl)cc2)cc1 | 0 | -3 | . | 0.0 | 1 | -6 | -0.1 | 4
O=C(O)CCCCCN1C(=O)C(O)=C(C(=O)/C=C/c2ccccc2)C1c1ccccc1[N+](=O)[O-] (centres undefined) | . | 15 | . | 0.1 | 0 | 2 | . | -6
COc1ccccc1CNC(=O)C[C@@H]1C[C@@H]2c3cc(NC(=O)Cc4ccncc4)ccc3O[C@@H]2[C@@H](CO)O1 | -4 | -1 | -3 | 0.0 | 2 | -18 | 1.3 | 4
CCN=C1SC(CC(=O)NC(C)c2ccccc2)C(=O)N1CC (centres undefined) | . | 2 | -9 | 0.3 | -5 | 15 | . | -6
CCN(CC)CCNC(=O)CN1C(=O)CSc2ccc(S(=O)(=O)N3CCOCC3)cc21 | 11 | . | -2 | 0.0 | -3 | 18 | 1.1 | -14
CCCc1cc(=O)oc2cc(OCC(=O)NCCN3CCOCC3)c(Cl)cc12 | -6 | . | -8 | 0.3 | 1 | . | 5.5 | -5
Cc1cccc(OCCNc2cc(N3CCN(CCO)CC3)ccc2[N+](=O)[O-])c1 | 20 | 11 | -1 | 0.0 | -2 | 10 | . | 37
C[C@H]1CN([C@@H](C)CO)C(=O)c2ccccc2-c2ccccc2CO[C@@H]1CN(C)C(=O)NC1CCCCC1 | -11 | -8 | -2 | 0.2 | 1 | 3 | -0.1 | 7
CC[N+](CC)(CC)CC(=O)Nc1ccc(SC(F)F)cc1 | 1 | -1 | -2 | 0.1 | 13 | 11 | -4.2 | -12
Cc1cc(C(=O)OCC(=O)NCc2ccc(Cl)cc2)c(C)o1 | 5 | -7 | -7 | 0.0 | . | 9 | -1.9 | -11
COc1ccc(CN2CCNC(=O)C2CC(=O)N(C)CC2CCOCC2)c(F)c1 (centres undefined) | 2 | 3 | . | 0.0 | -6 | 16 | 1.9 | -35
O=S(=O)(NCc1cc(-c2ccccc2)no1)c1ccccc1Cl | . | -8 | . | 0.0 | -5 | 1 | -1.0 | -18
Cc1c(Cl)cccc1NC(=O)CNC(=O)Cc1c[nH]c2ccccc12 | 8 | 2 | -4 | 0.1 | 2 | -7 | -0.4 | -11
COc1ccc(-n2nc3c(N4CCC(C(=O)N5CCCCCC5)CC4)nnc(C)c3c2C)cc1 | 11 | -6 | 6 | 0.3 | -1 | -57 | 0.1 | -334
O=[N+]([O-])c1ccc2[nH]c(O)c(N=NC3CS(=O)(=O)CC3O)c2c1 (centres undefined) | 8 | -3 | -5 | 0.0 | 5 | -14 | 0.5 | 0
C[n+]1ccccc1COc1ccc(C(C)(C)C)cc1 | . | -4 | . | 0.0 | 0 | . | . | 99*
CC1CCN(CC(=O)Nc2ccccc2-c2ccccc2)CC1 | 10 | -12 | 7 | . | 1 | -2 | -2.1 | -6
CCOC(=O)c1oc2ccc(S(=O)(=O)N3CCC(C)CC3)cc2c1C | . | -9 | . | . | 2 | 3 | -0.1 | 5

Shown as labelled records: part of the list above
compound: CCCc1cc(=O)oc2cc(OCC(=O)NCCN3CCOCC3)c(Cl)cc12
  RAD54 branch: -6; ARNT-TACC3 inh: .; esBAF inh: -8; Xi reactivation: 0.3; ERAP1 inh: 1; INS-1E GSIS act: .; CFTR F508del cor: 5.5; RAD52 inh: -5

compound: CC[N+](CC)(CC)CC(=O)Nc1ccc(SC(F)F)cc1
  RAD54 branch: 1; ARNT-TACC3 inh: -1; esBAF inh: -2; Xi reactivation: 0.1; ERAP1 inh: 13; INS-1E GSIS act: 11; CFTR F508del cor: -4.2; RAD52 inh: -12

compound: COc1ccc(CN2CCNC(=O)C2CC(=O)N(C)CC2CCOCC2)c(F)c1 (centres undefined)
  RAD54 branch: 2; ARNT-TACC3 inh: 3; esBAF inh: .; Xi reactivation: 0.0; ERAP1 inh: -6; INS-1E GSIS act: 16; CFTR F508del cor: 1.9; RAD52 inh: -35

Next entries:
SMILES | RAD54 branch | ARNT-TACC3 inh | esBAF inh | Xi reactivation | ERAP1 inh | INS-1E GSIS act | CFTR F508del cor | RAD52 inh
C[C@@H]1CN([C@@H](C)CO)C(=O)c2cc(NS(=O)(=O)c3cccs3)ccc2O[C@@H](C)CCCCO[C@H]1CN(C)S(=O)(=O)c1cccs1 | -6 | -6 | 0 | 0.1 | -3 | -22 | 0.4 | -14
CCC(=O)Nc1nc(-c2cc([N+](=O)[O-])cs2)cs1 | . | -3 | . | 0.6 | . | -2 | -0.6 | -2
CCN(CC)C(=O)c1sc2c(c1C)c(=O)n(-c1ccc(OC)cc1OC)c(=O)n2CC(=O)c1ccccc1 | . | 0 | . | -0.1 | -2 | -2 | -0.8 | -7
CC1(C)C2CC=C(/C=N/NC(=O)c3ccc(Cl)cc3)C1C2 (centres undefined) | . | 1 | . | 0.0 | -1 | -4 | -2.7 | -4
C[C@@H]1CN([C@H](C)CO)C(=O)c2cc(NC(=O)NC3CCCCC3)ccc2O[C@H]1CN(C)Cc1ccc(C(=O)O)cc1 | -1 | -3 | -3 | 0.0 | -3 | -7 | 2.8 | 5
CCN(CC)C(=O)[C@H]1C[C@H](CC(=O)NCc2cccc(C(F)(F)F)c2)C(=O)N2CCc3c([nH]c4cc(CCC(=O)N(C)C)ccc34)[C@]12C | -6 | -5 | 8 | -0.2 | 2 | -26 | 0.3 | -3
CCN(CC)S(=O)(=O)c1ccc(NC2=NS(=O)(=O)c3ccccc32)cc1 | 5 | -6 | 4 | . | 1 | 5 | -0.7 | -1
C[C@@H]1CN([C@H](C)CO)S(=O)(=O)c2ccc(C3=CCCCC3)cc2O[C@H]1CN(C)Cc1ccccc1F | 2 | -1 | -8 | 0.4 | 0 | -7 | 2.8 | 6
C=CCOC(=O)/C=C/C(=O)NC(N)=O | -6 | -16 | -7 | 0.1 | 4 | -6 | -1.4 | 6
O=C(CCNS(=O)(=O)c1ccccc1F)N1CCN(Cc2ccccc2)CC1 | -11 | -2 | 2 | 0.0 | 1 | 9 | 1.4 | -12
Oc1ccccc1N1CCN(C(c2ccccc2)c2ccccc2)CC1 | 2 | -3 | 0 | 0.2 | 4 | 16 | -0.8 | -8
O=c1cc(-c2ccc(O)cc2)oc2c(C3O[C@H](CO)[C@@H](O)[C@H](O)[C@H]3O)c(O)cc(O)c12 (some centres undefined) | 5 | 3 | 2 | -0.1 | 4 | . | -0.8 | -6
Cc1ccc(-c2c(C(=O)O)c(C(=O)O)c3n2CSC3)cc1 | 2 | -2 | -6 | 0.1 | 0 | -5 | 0.0 | -25
Cc1nc2ccc(NC(=O)COc3cccc(F)c3)cc2s1 | . | 0 | . | 0.0 | -1 | 7 | -0.3 | -12
COc1ccccc1CNC(=O)C(=O)NCC(c1ccco1)N1CCOCC1 (centres undefined) | -4 | 23 | 3 | 0.0 | 4 | -6 | 3.4 | -19
C[C@@H]1CN([C@H](C)CO)C(=O)Cc2cc(NC(=O)Nc3ccc4c(c3)OCO4)ccc2O[C@H]1CN(C)CC1CCCCC1 | -3 | 12 | 0 | 0.1 | 2 | -3 | 6.0 | 20
CO[C@H]1CN(C)C(=O)c2ccc(NC(C)=O)cc2OC[C@@H](C)N(C(=O)CN2CCOCC2)C[C@H]1C | . | . | 0 | 0.3 | . | 4 | -0.7 | .
COc1ccc(-n2nc(C(=O)NCC(=O)Nc3cc(C)ccc3OC)c3ccccc3c2=O)c(OC)c1 | -4 | -2 | 2 | 0.0 | -1 | -8 | 1.9 | 4
O=C(Nc1cccc([N+](=O)[O-])c1)C12CC3CC(C1)CC(n1cnc([N+](=O)[O-])n1)(C3)C2 | 2 | 7 | -9 | . | . | 22 | . | .
O=C(CCNC(=O)C1CCN(S(=O)(=O)c2ccc(F)cc2)CC1)NCc1ccncc1 | 0 | 1 | -10 | 0.2 | -1 | 29 | -0.5 | -3
COc1ccc(OC)c(S(=O)(=O)N2CCC3(CC2)OCCN3S(=O)(=O)c2cccs2)c1 | -1 | 0 | 6 | 0.0 | 1 | 6 | 0.0 | -9
COC(=O)[C@]1(C)N[C@H](CN(C)S(=O)(=O)c2ccccc2)[C@@H]2C(=O)N(Cc3ccccc3)C(=O)[C@@H]21 | 10 | -3 | 1 | 0.1 | 1 | 1 | 0.4 | -4
O=C(O)CSc1c(-c2ccccc2)c2cc(Cl)ccc2[nH]c1=O | . | -7 | . | 0.0 | -3 | -13 | . | -14
Nc1cccc2c1C(=O)N(CC(=O)NC13CC4CC(CC(C4)C1)C3)C2=O | . | -3 | . | 0.0 | 8 | 18 | -1.6 | -15
COc1ccc(-c2nnc(SC)nc2-c2ccc(OC)c([N+](=O)[O-])c2)cc1[N+](=O)[O-] | . | 6 | . | 0.1 | . | -13 | 4.2 | -27
CCCCn1c(N)c(NCC(C)C)c(=O)[nH]c1=O | -5 | -6 | 3 | 0.2 | -1 | 14 | . | -20
COc1ccccc1NC(=O)N[C@H]1C=C[C@H](CC(=O)N2CCC(Cc3ccccc3)CC2)O[C@@H]1CO | -3 | 8 | -26 | -0.6 | 3 | -5 | -1.3 | -1
CCc1nnc(NC(=O)CSc2nc3ccc(OC)cc3[nH]2)s1 | . | -6 | . | 0.0 | -7 | 3 | -3.6 | 2
CC(=O)/C(N=Nc1ccc(-n2ccc(C(F)(F)F)n2)cc1)=C(\C)O | -1 | -2 | . | 0.1 | 2 | 4 | 0.1 | 3
O=C(CSc1nc2cccc(F)c2c(=O)n1-c1ccccc1)Nc1ccc2c(c1)CCC2 | 10 | . | -1 | -0.1 | 0 | . | 2.5 | -10
COc1ccccc1CN1CC(C(=O)NCc2ccc(C)c(F)c2)CCC1=O (centres undefined) | -8 | 3 | 0 | 0.0 | 4 | 6 | 3.0 | 9
CCS(=O)(=O)N1CC2(CN(CC3CCOCC3)[C@@H](CO)c3c2c2ccc(OC)cc2n3C)C1 | . | . | . | 0.0 | 5 | 0 | -2.9 | -147
C[C@H]1CN([C@@H](C)CO)C(=O)c2cc(C#CC(C)(C)O)cnc2O[C@H]1CN(C)C(=O)C1CC1 | -2 | -3 | -4 | -1.0 | 0 | 10 | 0.2 | 4
